SENP1 FRET inh: SENP1 (human) catalytic domain inhibition. Q9P0U3. AID 624204. 0.21% of 360,000 active. inhibition, % at 10 µM. recombinant SENP1 catalytic domain, CyPet-SUMO1-YPet FRET cleavage;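 active = inhibition at least 30% at 10 µM, raw YFP signal under a set limit, fluorescence ratio 0.5 to 1.5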;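 also: 0% = enzyme with DMSO and 100% = no enzyme wells; some results filed as inactive read as strong as hits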
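Test system: human SENP1 catalytic domain; medium: Tris pH 8 buffer plus EDTA, NaCl, BME, BSA, NP40, catalase; incubation: 50 min reaction at room temperature; technique: FRET, CFP and YFP emission; controls: no-enzyme low control and enzyme-plus-DMSO high control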
Apaf-1 inh: inhibitors of human Apaf-1 apoptosome | O14727 | reconstituted apoptosome caspase-3 activity, DEVD-Rh110 fluorescence | inhibition, % at 20 µM | 0.71% of 330,000 active; active = inhibition of at least 40% at 20 µM;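 also: plate controls were DMSO wells for no effect and DEVD-CHO caspase inhibitor wells for full effect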
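Medium: Hepes buffer, pH 7.5 / System: biochemical Apaf-1 apoptosome reconstitution / Measured by: Rh110 fluorescence, excitation 480 nm, emission 540 nm / Times: compound with Apaf-1, dATP, procaspase-3 30 min, then 50 min reaction, room temperature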
APOBEC3G inh: inhibitors of human APOBEC3G DNA deaminase; AID 493012; inhibition, % at 20 µM; Q9HC16; 0.28% of 330,000 active; recombinant A3G, ssDNA deamination FAM/TAMRA fluorescence;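 active = inhibition of at least 40% at 20 µM, with no more than 30% in the related APOBEC3A deaminase screen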;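 also: plate controls were DMSO wells with A3G for no effect and wells lacking A3G enzyme for full effect; some compounds called inactive have numbers as strong as hits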
UBC13 inh: inhibitors of human UBC13 polyubiquitin chain formation; inhibition, % at 20 µM; P61088; AID 485273; TR-FRET; 0.47% of 330,000 active; in the data active = inhibition above about 45%, passing the limit was not always enough
Target sequence (P61088 whole entry, looked up): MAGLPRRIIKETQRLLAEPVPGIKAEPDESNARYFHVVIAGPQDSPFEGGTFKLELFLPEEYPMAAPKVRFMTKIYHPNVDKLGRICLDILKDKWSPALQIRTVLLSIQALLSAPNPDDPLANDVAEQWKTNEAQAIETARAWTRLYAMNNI
SENP6 inh: inhibitors of human SENP6 protease | Q9GZR1 | Recombinant SENP6 catalytic domain, aminoluciferin luminescence | inhibition, % at 10 µM | 1.8% of 330,000 active;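 active = inhibition above about 50% at the single tested dose, limit read from the data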;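 also: plate controls were DMSO wells with enzyme for no effect and DMSO wells lacking enzyme for full effect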
Target sequence (Q9GZR1 628-1112 limits assumed): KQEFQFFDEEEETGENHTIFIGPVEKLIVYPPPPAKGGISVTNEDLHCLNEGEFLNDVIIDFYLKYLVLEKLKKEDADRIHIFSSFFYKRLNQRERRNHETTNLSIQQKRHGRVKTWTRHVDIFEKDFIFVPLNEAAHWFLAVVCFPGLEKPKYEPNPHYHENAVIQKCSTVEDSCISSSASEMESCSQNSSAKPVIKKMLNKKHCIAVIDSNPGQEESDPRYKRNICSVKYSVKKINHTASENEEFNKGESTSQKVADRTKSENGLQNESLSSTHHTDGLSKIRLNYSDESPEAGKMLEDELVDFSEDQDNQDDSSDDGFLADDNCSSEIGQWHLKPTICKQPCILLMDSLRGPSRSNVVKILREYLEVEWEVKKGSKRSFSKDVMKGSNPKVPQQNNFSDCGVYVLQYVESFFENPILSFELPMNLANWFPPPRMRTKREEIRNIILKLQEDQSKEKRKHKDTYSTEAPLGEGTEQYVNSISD
SENP8 block-1: SENP8 protease inhibition; Q96LD8; purified SENP8, Z-RLRGG-aminoluciferin cleavage, luminescence; inhibition, % at 10 µM; 1.2% of 330,000 active; AID 2540; in the data active = inhibition above about 50%
Target sequence (Q96LD8 whole entry, looked up): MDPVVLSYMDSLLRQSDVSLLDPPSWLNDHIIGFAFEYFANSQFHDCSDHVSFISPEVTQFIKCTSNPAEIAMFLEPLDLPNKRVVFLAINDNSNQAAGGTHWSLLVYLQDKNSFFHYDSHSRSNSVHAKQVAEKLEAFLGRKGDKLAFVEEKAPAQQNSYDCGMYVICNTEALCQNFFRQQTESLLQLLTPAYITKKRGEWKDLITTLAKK
SENP8 block-2: inhibitors of human SENP8 protease. recombinant SENP8, Nedd8 substrate fluorescence. inhibition, % at 20 µM. 0.64% of 360,000 active. AID 602440; in the data active = inhibition mostly above about 40%, no sharp cut-off; inactive = mostly below about 27%
SENP7 inh: SENP7 protease inhibition; Q9BQF6; recombinant SENP7, Z-RLRGG-aminoluciferin luminescence, 40 min; inhibition, % at 5 µM; 1.5% of 330,000 active; AID 434973;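 active = inhibition above about 50% at the single test dose, limit read from the data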;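 also: plate controls were DMSO with enzyme for no effect and no enzyme buffer wells for full effect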
* hit, by the source's call.

What do the screens show for `O=C(Cc1ccc(Cl)cc1)N1CCN(c2ccc(F)cc2)CC1`?
SENP1 FRET inh: 1; Apaf-1 inh: 20; APOBEC3G inh: -9; UBC13 inh: -4; SENP6 inh: 3; SENP8 block-1: -5; SENP8 block-2: 9; SENP7 inh: -5

What do the screens show for `CCN(CC)CCNc1c2c(c(C#N)c3nc4ccccc4n13)CCCC2`?
SENP1 FRET inh: -24; Apaf-1 inh: 10; APOBEC3G inh: -4; UBC13 inh: -3; SENP6 inh: -9; SENP8 block-1: -8; SENP8 block-2: -330; SENP7 inh: 0

What do the screens show for `NC(=O)C1CCCN(C(=O)c2cccc(S(=O)(=O)N(Cc3ccccc3)c3ccccc3)c2)C1` (stereo unspecified)?
SENP1 FRET inh: 1; Apaf-1 inh: 10; APOBEC3G inh: -2; UBC13 inh: 12; SENP6 inh: -6; SENP8 block-1: 0; SENP8 block-2: 6; SENP7 inh: 9

Results for Cc1cc(C)n(Cc2ccc(C(=O)N/N=C/c3ccc(-c4ccc([N+](=O)[O-])cc4)o3)o2)n1 ?
SENP1 FRET inh: -22; Apaf-1 inh: -5; APOBEC3G inh: -3; UBC13 inh: -6; SENP6 inh: 24; SENP8 block-1: 13; SENP8 block-2: -198; SENP7 inh: 11

What do the screens show for `COc1cc(OC)c2c(O)c3c(c(-c4c5c(c(O)c6c(OC)cc(OC)cc46)CO[C@@H](C)[C@H]5O)c2c1)[C@H](O)[C@H](C)OC3`?
SENP1 FRET inh: -31; Apaf-1 inh: 31; APOBEC3G inh: 41; UBC13 inh: -57; SENP6 inh: 21; SENP8 block-1: -1; SENP8 block-2: -48; SENP7 inh: 9

What do the screens show for `COc1cccc(C(=O)/C=C2\NCCc3cc(OC)c(OC)cc32)c1`?
SENP1 FRET inh: -69; Apaf-1 inh: 10; APOBEC3G inh: -7; UBC13 inh: 5; SENP6 inh: -2; SENP8 block-1: 3; SENP8 block-2: -20; SENP7 inh: 1

How did COc1ccccc1/C=C\C=N\NC(=O)c1ccco1 do in these assays?
SENP1 FRET inh: -2; Apaf-1 inh: -4; APOBEC3G inh: 4; UBC13 inh: -7; SENP6 inh: -16; SENP8 block-1: 1; SENP8 block-2: -58; SENP7 inh: 1

Results for O=C(Nc1ccc(Cl)cc1)c1cc2nc(C3CC3)cc(C(F)(F)F)n2n1 ?
SENP1 FRET inh: -3; Apaf-1 inh: -1; APOBEC3G inh: -1; UBC13 inh: 5; SENP6 inh: -4; SENP8 block-1: 1; SENP8 block-2: -130; SENP7 inh: 3

Results for Cc1nc2ccccc2n1Cc1ccccc1 ?
SENP1 FRET inh: 0; Apaf-1 inh: -3; APOBEC3G inh: -2; UBC13 inh: 0; SENP6 inh: -20; SENP8 block-1: 1; SENP8 block-2: 12; SENP7 inh: 5

Results for C=CCNC(=S)NNC(=O)c1cccc(Br)c1 ?
SENP1 FRET inh: 0; Apaf-1 inh: 15; APOBEC3G inh: -13; UBC13 inh: -6; SENP6 inh: -18; SENP8 block-1: -16; SENP8 block-2: 19; SENP7 inh: -5

Results for Cc1nc2ccccc2n1/N=C/c1cccnc1 ?
SENP1 FRET inh: 2; Apaf-1 inh: -5; APOBEC3G inh: -1; UBC13 inh: 4; SENP6 inh: 37; SENP8 block-1: -2; SENP8 block-2: 12; SENP7 inh: -1

What do the screens show for `O=C(OCc1nnc(-c2ccccc2)o1)c1cc(=O)[nH]c2ccccc12`?
SENP1 FRET inh: 2; Apaf-1 inh: 9; APOBEC3G inh: -8; UBC13 inh: 3; SENP6 inh: -7; SENP8 block-1: -3; SENP8 block-2: -240; SENP7 inh: -4

Results for CCOc1ccccc1N1C(=O)c2ccc(S(=O)(=O)c3ccc(C(=O)O)cc3)cc2C1=O ?
SENP1 FRET inh: -2; Apaf-1 inh: 2; APOBEC3G inh: -7; UBC13 inh: -5; SENP6 inh: 17; SENP8 block-1: 8; SENP8 block-2: 10; SENP7 inh: 5

Results for Fc1cnc(N2CCOCC2)nc1N1CCc2ccccc21 ?
SENP1 FRET inh: -3; Apaf-1 inh: 18; APOBEC3G inh: -3; UBC13 inh: 13; SENP6 inh: -4; SENP8 block-1: -1; SENP8 block-2: -118; SENP7 inh: 4

What do the screens show for `O=C(CSc1nc(NS(=O)(=O)c2ccccc2)cc(=O)[nH]1)Nc1ccccc1Cl`?
SENP1 FRET inh: 0; Apaf-1 inh: -9; APOBEC3G inh: -7; UBC13 inh: 0; SENP6 inh: 3; SENP8 block-1: 4; SENP8 block-2: 6; SENP7 inh: -5

What do the screens show for `CCc1nc(N)c(C#N)c(-c2ccc(OC)c(OC)c2)c1C`?
SENP1 FRET inh: -1; Apaf-1 inh: 5; APOBEC3G inh: -4; UBC13 inh: 2; SENP6 inh: -2; SENP8 block-1: 1; SENP8 block-2: -263; SENP7 inh: -1

Results for CCCCOc1nc2c(c(=O)n(C)c(=O)n2C)n1C ?
SENP1 FRET inh: 2; Apaf-1 inh: 5; APOBEC3G inh: -1; UBC13 inh: 6; SENP6 inh: 5; SENP8 block-1: 0; SENP8 block-2: 4; SENP7 inh: -1

What do the screens show for `CC(C)c1ccccc1NC(=O)c1cccc(NC(=O)c2ccccc2)c1`?
SENP1 FRET inh: 0; Apaf-1 inh: -3; APOBEC3G inh: -3; UBC13 inh: -2; SENP6 inh: -3; SENP8 block-1: 0; SENP8 block-2: 26; SENP7 inh: 4

What do the screens show for `C=CCN(CC=C)CCOc1ccccc1`?
SENP1 FRET inh: 2; Apaf-1 inh: -6; APOBEC3G inh: -2; UBC13 inh: -6; SENP6 inh: 4; SENP8 block-1: 2; SENP8 block-2: 8; SENP7 inh: 16

What do the screens show for `CC/C(O)=C1\C(=O)CCCC1=NCCc1nc2ccccc2[nH]1`?
SENP1 FRET inh: -2; Apaf-1 inh: 3; APOBEC3G inh: 0; UBC13 inh: 0; SENP6 inh: 5; SENP8 block-1: -12; SENP8 block-2: 12; SENP7 inh: 21

What do the screens show for `NC(=O)c1cc([N+](=O)[O-])c(Cl)cc1NCc1ccncc1`?
SENP1 FRET inh: -6; Apaf-1 inh: 8; APOBEC3G inh: -2; UBC13 inh: -20; SENP6 inh: -6; SENP8 block-1: -13; SENP8 block-2: -25; SENP7 inh: -8

How did O=C1CC(C(=O)Nc2ccc(C(=O)N3CCOCC3)cc2)C2(CCCCC2)O1 (stereo unspecified) do in these assays?
SENP1 FRET inh: 3; Apaf-1 inh: -3; APOBEC3G inh: -6; UBC13 inh: 0; SENP6 inh: -23; SENP8 block-1: -1; SENP8 block-2: 12; SENP7 inh: -13

Results for CC1=C(C(=O)N2CCOCC2)C(c2cccc(C)c2)NC(=S)N1 (stereo unspecified) ?
SENP1 FRET inh: 3; Apaf-1 inh: -1; APOBEC3G inh: -7; UBC13 inh: -16; SENP6 inh: -29; SENP8 block-1: -11; SENP8 block-2: 6; SENP7 inh: 1

How did O=S1(=O)N=C(N2CCCC2)c2ccccc21 do in these assays?
SENP1 FRET inh: 1; Apaf-1 inh: 6; APOBEC3G inh: 1; UBC13 inh: -7; SENP6 inh: -5; SENP8 block-1: -8; SENP8 block-2: 4; SENP7 inh: 2

Results for CCc1nnc2cccc(Cl)n12 ?
SENP1 FRET inh: 0; Apaf-1 inh: 4; APOBEC3G inh: -12; UBC13 inh: -3; SENP6 inh: -26; SENP8 block-1: -10; SENP8 block-2: 4; SENP7 inh: -7

How did CCCCNC(=S)N(C)/N=C/c1c(C)[nH]c2ccccc12 do in these assays?
SENP1 FRET inh: 9; Apaf-1 inh: -4; APOBEC3G inh: -7; UBC13 inh: 4; SENP6 inh: 7; SENP8 block-1: -3; SENP8 block-2: 13; SENP7 inh: 5

Results for CCOC(=O)N1CCC(N2Cc3cccc(C(=O)Nc4ccc(F)cc4)c3C2=O)CC1 ?
SENP1 FRET inh: -1; Apaf-1 inh: 39; APOBEC3G inh: -1; UBC13 inh: -1; SENP6 inh: 14; SENP8 block-1: 1; SENP8 block-2: 7; SENP7 inh: 2

How did Cc1cc(C)c(C)c(S(=O)(=O)N2CCN(CC(=O)Nc3ccc([N+](=O)[O-])cc3)CC2)c1C do in these assays?
SENP1 FRET inh: 2; Apaf-1 inh: 17; APOBEC3G inh: 4; UBC13 inh: -1; SENP6 inh: -8; SENP8 block-1: 2; SENP8 block-2: 27; SENP7 inh: 9

What do the screens show for `Cc1ccc(N2CN=C3SCC(=O)N3C2)cc1C`?
SENP1 FRET inh: 1; Apaf-1 inh: 0; APOBEC3G inh: -2; UBC13 inh: -5; SENP6 inh: -21; SENP8 block-1: -8; SENP8 block-2: 21; SENP7 inh: -2

What do the screens show for `CCCCn1cnc2c1c(=O)n(CC(=O)c1cc(C)n(C)c1C)c(=O)n2CC(C)C`?
SENP1 FRET inh: -1; Apaf-1 inh: 9; APOBEC3G inh: -3; UBC13 inh: -15; SENP6 inh: -4; SENP8 block-1: -8; SENP8 block-2: 9; SENP7 inh: -1

What do the screens show for `O=C(NC(=S)NCc1ccccc1)c1ccc2c(c1)OCO2`?
SENP1 FRET inh: 2; Apaf-1 inh: 14; APOBEC3G inh: -1; UBC13 inh: 1; SENP6 inh: -13; SENP8 block-1: -4; SENP8 block-2: 19; SENP7 inh: 7

Results for CC(=O)C1=C(O)C(=O)N(Cc2ccccc2)C1c1cccc([N+](=O)[O-])c1 (stereo unspecified) ?
SENP1 FRET inh: 3; Apaf-1 inh: 8; APOBEC3G inh: -1; UBC13 inh: 4; SENP6 inh: 13; SENP8 block-1: -5; SENP8 block-2: 12; SENP7 inh: 8

What do the screens show for `COc1ccc(CC(=O)Nc2c3c(nn2C(C)(C)C)CS(=O)(=O)C3)cc1`?
SENP1 FRET inh: 1; Apaf-1 inh: -18; APOBEC3G inh: -5; UBC13 inh: -7; SENP6 inh: 2; SENP8 block-1: 6; SENP8 block-2: 4; SENP7 inh: 0

What do the screens show for `Cc1ccc(OC(=O)c2ccccc2P(=O)(O)O)cc1`?
SENP1 FRET inh: 1; Apaf-1 inh: -7; APOBEC3G inh: -9; UBC13 inh: 0; SENP6 inh: -23; SENP8 block-1: -2; SENP8 block-2: 3; SENP7 inh: -11

Six compounds picked at random from the list so far, as already listed:
Results for CCOC(=O)N1CCC(N2Cc3cccc(C(=O)Nc4ccc(F)cc4)c3C2=O)CC1 ?
SENP1 FRET inh: -1; Apaf-1 inh: 39; APOBEC3G inh: -1; UBC13 inh: -1; SENP6 inh: 14; SENP8 block-1: 1; SENP8 block-2: 7; SENP7 inh: 2

What do the screens show for `Cc1ccc(OC(=O)c2ccccc2P(=O)(O)O)cc1`?
SENP1 FRET inh: 1; Apaf-1 inh: -7; APOBEC3G inh: -9; UBC13 inh: 0; SENP6 inh: -23; SENP8 block-1: -2; SENP8 block-2: 3; SENP7 inh: -11

What do the screens show for `Cc1ccc(N2CN=C3SCC(=O)N3C2)cc1C`?
SENP1 FRET inh: 1; Apaf-1 inh: 0; APOBEC3G inh: -2; UBC13 inh: -5; SENP6 inh: -21; SENP8 block-1: -8; SENP8 block-2: 21; SENP7 inh: -2

Results for CC(=O)C1=C(O)C(=O)N(Cc2ccccc2)C1c1cccc([N+](=O)[O-])c1 (stereo unspecified) ?
SENP1 FRET inh: 3; Apaf-1 inh: 8; APOBEC3G inh: -1; UBC13 inh: 4; SENP6 inh: 13; SENP8 block-1: -5; SENP8 block-2: 12; SENP7 inh: 8

How did Cc1cc(C)c(C)c(S(=O)(=O)N2CCN(CC(=O)Nc3ccc([N+](=O)[O-])cc3)CC2)c1C do in these assays?
SENP1 FRET inh: 2; Apaf-1 inh: 17; APOBEC3G inh: 4; UBC13 inh: -1; SENP6 inh: -8; SENP8 block-1: 2; SENP8 block-2: 27; SENP7 inh: 9

What do the screens show for `O=C(NC(=S)NCc1ccccc1)c1ccc2c(c1)OCO2`?
SENP1 FRET inh: 2; Apaf-1 inh: 14; APOBEC3G inh: -1; UBC13 inh: 1; SENP6 inh: -13; SENP8 block-1: -4; SENP8 block-2: 19; SENP7 inh: 7
